# Source: PubChem BioAssay
# SR-BI HDL uptake: mouse SR-BI HDL lipid transfer inhibition. inhibition, % at 12.5 µM. AID 488896. ldlA[mSR-BI] CHO cells, DiI-HDL uptake fluorescence, 3 h. hit rate 0.96% among 320,000. Q61009;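 active = mean replicate inhibition of at least 70% and a set share of replicates each scoring 70 or more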;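 also: 0% = median of neutral control wells and 100% = median of positive control wells; values of inactives mirror those of a sister screen read the other way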
# Target sequence (Q61009 whole entry, looked up): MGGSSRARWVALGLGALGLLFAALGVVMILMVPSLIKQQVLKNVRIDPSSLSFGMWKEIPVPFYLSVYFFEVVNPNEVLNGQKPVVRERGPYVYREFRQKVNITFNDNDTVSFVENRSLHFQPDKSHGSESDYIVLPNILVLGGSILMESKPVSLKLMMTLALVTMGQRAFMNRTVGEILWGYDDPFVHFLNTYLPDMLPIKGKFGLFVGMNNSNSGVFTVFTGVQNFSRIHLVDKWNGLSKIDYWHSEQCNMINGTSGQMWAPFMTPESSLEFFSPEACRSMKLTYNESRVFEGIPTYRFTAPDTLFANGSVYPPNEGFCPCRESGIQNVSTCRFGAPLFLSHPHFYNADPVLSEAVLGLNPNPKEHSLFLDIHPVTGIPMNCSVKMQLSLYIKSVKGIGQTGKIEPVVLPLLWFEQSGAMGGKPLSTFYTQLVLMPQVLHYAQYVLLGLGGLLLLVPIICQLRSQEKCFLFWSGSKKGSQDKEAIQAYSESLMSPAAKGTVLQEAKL
# Arrestin-AP2 inh: human beta-arrestin and AP2 interaction inhibition. FITC-arrestin peptide / GST-AP2 beads, flow cytometry; AP2 beta2 appendage carries R879A mutation. inhibition, % at 10 µM. hit rate 0.31% among 340,000. AID 504490;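 active = inhibition above a set limit, near 3 SD of compounds lacking own fluorescence, cut at about 54% in these data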;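 also: plate controls were DMSO wells for no effect and 5 µM unlabelled arrestin peptide for full effect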
#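 Test system: GST-tagged AP2 beta2-adaptin appendage (R879A) on 4 µm glutathione beads; also added: fluorescein-tagged arrestin peptide at 50 nM final; timing: 12 min plus 1 h, RT; signal: flow cytometry, FL1 (488/535 nm); read-out: percent drop in bead-associated FITC signal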
# dFosB act: activators of mouse delta FosB homodimer. purified delta FosB, TAMRA-CDK5 oligo fluorescence polarization; percent of positive-control signal above neutral wells. hit rate 0.99% among 340,000. activation, % at 25 µM;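 active = mean activation above about 17%, with every replicate also reaching it, limit read from the data, passing the limit was not always enough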;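 also: fluorescence polarization rise as delta FosB binds a TAMRA Cdk5 AP-1 oligo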
# CDK5 inh: blocks human CDK5/p35 kinase activity. Recombinant CDK5/p35, ADP-Glo luminescence, 60 min. inhibition, % at 10 µM. hit rate 0.01% among 330,000;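 active = highest replicate inhibition of at least 50% and at least 75% of replicates reaching 50%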;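 also: plate controls were DMSO neutral control for no effect and GW8510 at 10 µM for full effect; many of its hits are not listed in these tables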
# NSD2 HMT inh: inhibitors of human histone methyltransferase NSD2 | O96028 | NSD2 peptide methylation, AlphaScreen, 120 min | inhibition, % at 12.5 µM | hit rate 0.54% among 310,000 | AID 743445; in the data active = inhibition above about 50%
# PKA-R2B activ: activators of human PKA-R2B complex; P22694+P31323; PKA-R2B holoenzyme dissociation, Cy5-IP20 fluorescence polarization; R2B truncated from residue 108, S112A mutant; 0% DMSO only, 100% 113 µM cGMP; activation, % at 11.4 µM; hit rate 0.079% among 340,000;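 active = activation above a cutoff set at the mean over all compounds plus 3 SD, cut at about 18% in these data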;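 also: higher means more holoenzyme dissociation and a rise in polarization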
# Target sequence (P31323 whole entry, looked up, other chains not shown, the tested form may be a part): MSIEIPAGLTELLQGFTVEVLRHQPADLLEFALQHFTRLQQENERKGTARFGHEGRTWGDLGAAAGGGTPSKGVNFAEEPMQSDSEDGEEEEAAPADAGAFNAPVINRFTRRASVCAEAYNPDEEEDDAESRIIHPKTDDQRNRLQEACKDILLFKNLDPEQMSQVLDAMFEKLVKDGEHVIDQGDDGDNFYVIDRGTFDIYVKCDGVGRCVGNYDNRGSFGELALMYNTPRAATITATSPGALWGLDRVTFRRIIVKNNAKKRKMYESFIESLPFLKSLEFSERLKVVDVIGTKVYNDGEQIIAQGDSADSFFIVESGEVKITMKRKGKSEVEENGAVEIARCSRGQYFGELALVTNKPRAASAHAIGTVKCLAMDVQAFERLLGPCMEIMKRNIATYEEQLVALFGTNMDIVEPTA
# MITF act: MITF TRPM1 promoter activation in melanoma cells; SK-MEL-5 TRPM1-promoter luciferase, 24 h; % of positive control, neutral wells = 0; activation, % at 12.5 µM; hit rate 0.75% among 300,000; AID 588334;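 active = mean activation of at least 80% with every replicate also reaching 80%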;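 also: 0% = neutral control wells and 100% = parthenolide positive control wells; values of inactives mirror those of a sister screen read the other way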
# DSG3 Ab inh: human desmoglein-3 autoantibody binding inhibition | DSG3-coupled beads, scFv-anti-DSG3-GFP binding, flow cytometry; stronger effect = lower value | P32926 | binding (percent of control), % at 10 µM | hit rate 0.48% among 310,000;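 active = binding more than 3 SD below its plate's average and above zero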;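 also: hits lower antibody fragment binding to DSG3; some compounds called inactive have numbers as strong as hits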
# PKA-R1A activ: activates the PKA-R1A holoenzyme complex; AID 504707; hit rate 0.083% among 340,000; P00514+P68181; PKA-R1A dissociation, Cy5-IP20 fluorescence polarization; scaled: DMSO 0%, 113 µM cGMP 100%; activation, % at 11.4 µM;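 active = percent activation above the mean of all tested compounds plus 3 SD, cut at about 19% in these data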;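 also: higher means more PKAc released from R1A so a rise in polarization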
# SR-BI uptake up: activators of SR-BI mediated HDL lipid uptake; CHO ldlA[mSR-BI] cells, DiI-HDL uptake fluorescence, 3 h; 100 = double the neutral-control signal; activation, % at 12.5 µM; hit rate 0.096% among 320,000; AID 504775;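 active = mean replicate activation of at least 60% and every replicate at or above 60%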;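 also: 0% = median plate neutral-control signal and 100% = twice that signal; values of inactives mirror those of a sister screen read the other way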
#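 Test system: SR-BI-overexpressing, LDLR-lacking CHO cells; Medium: Ham's F12 with 0.5% BSA, HEPES 25 mM, pH 7.4; Schedule: 3 h, 37 °C; Technique: bottom-read fluorescence, 550/595 nm.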
# Mot1-301 SUMO: inhibitors of SUMOylation pathway: yeast Mot1-301 growth rescue; S. cerevisiae Mot1-301 growth rescue, ATP luminescence, 38.5C; percent above DMSO median, 100 means doubled; growth rescue, % at 18.8 µM; hit rate 1% among 320,000;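 active = every valid replicate shows activation above 250% relative to neutral control wells; inactive = the rest, any valid replicate at or below 250%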;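 also: OY570 slx delta 5 strain wells were the positive control but not used for scaling; some compounds called inactive have numbers as strong as hits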
# An asterisk follows results filed as active; / = not tested or not shown.
NSD2 HMT inh	Arrestin-AP2 inh	DSG3 Ab inh	PKA-R2B activ	MITF act	dFosB act	CDK5 inh	SR-BI uptake up	PKA-R1A activ	SR-BI HDL uptake	Mot1-301 SUMO	Molecule
-1	1	118	5	1	-4	0.5	25	4	-25	3	O=C(COc1ccc(S(=O)(=O)N2CCCCC2)cc1)Nc1ccccc1F
-2	26	104	6	-7	1	0.2	-5	0	5	-6	CCC(C)n1c(SCC(=O)NCc2ccco2)nnc1-c1cccc(S(=O)(=O)N2CCOCC2)c1 (centres undefined)
/	-9	101	-1	-1	5	1.6	7	-4	-7	-23	CCOc1cccc(SCc2noc(C(=O)NCCOC)c2C(=O)O)c1
0	5	102	-2	6	-1	3.6	6	-2	-6	16	Cc1ccc(-c2noc(CNC(=O)c3ccc4c(c3)OCO4)n2)cc1
2	-9	117	-4	/	-6	1.3	-16	1	16	-6	COCC(=O)Nc1cc(C)cn(Cc2ccc(F)cc2)c1=O
2	12	100	-1	0	3	-5.2	0	7	0	-16	Cc1cc(C)c(C)c(S(=O)(=O)NC(C(=O)O)C(C)C)c1C (centres undefined)
-1	14	96	-7	-4	-2	-0.1	-24	8	24	10	COc1cccc(Oc2ccc(S(=O)(=O)N3CCCC3)cc2[N+](=O)[O-])c1
-7	2	104	-13	17	-13	-0.2	-4	-9	4	0	COc1ccnc(Oc2ccc(F)cc2)c1C(=O)N/C=N/OCc1c(Cl)cccc1Cl
-1	4	99	-15	-7	-12	-1.5	-29	0	29	124	CCCCn1c(NC(=O)c2ccccc2)nc2ccccc21
/	-2	101	-9	-3	2	0.7	8	5	-8	/	COc1ccc([C@@H]2C[C@H](c3ccccc3)Oc3cc(C)cc(C)c32)cc1
-2	3	/	3	/	-7	0.7	16	-2	-16	108	O=C(NNc1ccc(Cl)cc1)c1c(F)cccc1Cl
-3	-10	73	-10	2	3	1.1	-4	-3	4	73	O=C(COc1cc2oc(=O)c3c(c2cc1Cl)CCC3)Nc1ccccn1
3	-4	96	3	-18	3	0.0	20	-4	-20	35	O=C1CSC(=S)N1Cc1cccnc1
/	2	104	-2	1	-1	-2.9	7	-3	-7	-13	C[C@H](CO)N1C[C@H](C)[C@@H](CN(C)S(C)(=O)=O)Oc2ccc(NC(=O)c3ccncc3)cc2C1=O
2	-4	96	-4	-3	-7	-0.6	3	-5	-3	3	COc1ccccc1CC(NC(C)=O)C(=O)NC1CCN(C(=O)c2ccc(C)cc2)CC1 (centres undefined)
/	21	101	-2	7	-1	0.9	12	-8	-12	-1	O=C(C[C@@H]1C/C=C\CCCC(=O)OC[C@@H](c2ccccc2)NC1=O)NCCO
/	-5	101	-12	7	-5	-0.7	1	-16	-1	/	Fc1ccc(-c2ccc3c(c2)C2CC3CCN2)cc1 (centres undefined)
0	-21	106	-6	1	-7	-0.3	6	6	-6	-11	O=[N+]([O-])c1ccc(Oc2cccnc2)nc1
-1	-3	98	1	-3	-2	-0.1	-4	-13	4	6	COc1ccc(NS(=O)(=O)c2cccc(C(=O)NCCc3ccc(S(N)(=O)=O)cc3)c2)cc1
3	1	104	-12	-17	8	1.1	-8	-13	8	64	COc1cc(C(=O)Nc2c(C(=O)O)[nH]c3ccc(C)cc23)cc(OC)c1OC
/	8	106	-6	-3	-3	1.7	7	14	-7	-14	CC(=O)NCCc1ccc(O)cc1
0	-7	104	-9	73	3	-1.6	11	5	-11	2	O=C(Nc1ccccc1Cl)c1ccc2nsnc2c1
-3	29	90	3	69	-15	0.9	-57	5	57	77	C/C(=N\NC(=O)c1c(Cl)cnn1C)c1cccc(NC(=O)COc2ccccc2)c1
-6	3	100	-5	0	2	0.4	-10	-11	10	159	O=C(CSc1nnc2ccc(-c3ccccn3)nn12)Nc1ccccc1F
-1	-7	97	-8	-16	-4	-2.6	0	-11	0	144	CCc1nc(SCC(=O)NNC(=O)c2ccc(OC)cc2)c2ccccc2n1
-1	-8	101	-6	-51	-10	-5.8	-13	-13	13	7	Cc1ccc(-c2nn(-c3ccccc3)cc2NC(=O)CCl)cc1
-2	28	94	7	40	-6	1.5	9	9	-9	1	O=C(Nc1ccncc1)Nc1ccc(F)c(Cl)c1
0	-5	104	3	-1	-1	-0.9	13	9	-13	-11	O=C(CN1C(=O)CCC1=O)Nc1ccc2c3c(cccc13)CC2
-1	13	84	0	-4	-10	-0.3	23	8	-23	17	Cc1ccc(S(=O)(=O)N2CCN(C(=O)CN3C(=O)c4ccc([N+](=O)[O-])cc4C3=O)CC2)cc1C
0	10	104	5	9	-2	-0.5	23	3	-23	315	Cc1ccc(OC(=O)CCC(=O)Nc2ccc(S(=O)(=O)Nc3cc(C)on3)cc2)cc1
1	-17	105	0	1	-2	-6.3	12	3	-12	-7	COc1ccc([N+](=O)[O-])cc1NC(=O)c1ccccc1N(C)S(C)(=O)=O
4	28	/	-7	-4	-6	-0.1	-17	-9	17	6	c1ccc(-c2nc3ccccn3c2-c2ccccc2)cc1
1	-3	110	-9	5	-3	-1.6	10	11	-10	-8	CCOC(=O)CC1C(=O)NCCN1S(=O)(=O)c1ccc(NC(C)=O)cc1 (centres undefined)
-3	-10	99	-8	-4	-3	0.4	-9	-10	9	1	COCCCn1nnnc1SCC(=O)N1c2ccccc2CC1C (centres undefined)
12	8	94	-6	1	-13	4.6	-12	-6	12	0	CCN(CC)S(=O)(=O)c1ccc(N2CCOCC2)c(NC(=O)c2ccc(C#N)cc2)c1
-1	12	112	-16	27	-4	-1.8	-69	-2	69	111	C/C(=N\NC(=O)c1nn(C)c(C)c1Br)c1ccc(NC(=O)c2ccccc2F)cc1
0	-9	/	-3	2	-6	0.5	-27	0	27	-5	COc1cc(C(C)=O)ccc1OC(C)C(=O)Nc1ccc(S(=O)(=O)N2CCCC2)cc1 (centres undefined)
63*	11	97	-2	-9	2	2.7	-12	-5	12	-8	O=C1ON=C(c2ccccc2)/C1=C/c1ccc(O)cc1
0	10	136	-5	-3	-2	3.2	-23	-2	23	-6	CCOc1cc(N2CCOCC2)c(OCC)cc1NC(=O)COC(=O)c1c(CC)noc1C
-2	31	93	-20	5	-14	1.0	-8	-4	8	2	O=C(CCNS(=O)(=O)c1ccccc1C(F)(F)F)N1CCN(C(c2ccccc2)c2ccccc2)CC1
-1	-3	97	4	-11	10	-1.0	-12	8	12	126	c1ccc(Cn2nnnc2C(c2cccs2)N2CCOCC2)cc1 (centres undefined)
-3	10	111	-4	8	3	-0.7	7	6	-7	2	CCCCN(C(=O)CC(c1ccccc1)c1ccccc1)c1c(N)n(CCC)c(=O)[nH]c1=O
119*	26	51*	-8	-1	-14	/	4	-10	-4	108	O=C1/C(=C/C=C/c2ccco2)SC(=S)N1NS(=O)(=O)c1ccccc1
-1	-13	100	8	1	-4	-0.2	12	3	-12	1	CCn1c(C)[n+](Cc2ccccc2)c2ccc(Cl)cc21
-1	35	109	-2	-1	-2	-1.1	/	6	/	-16	O=C(CC12CC3CC(CC(Br)(C3)C1)C2)Nc1nncs1
-5	7	125	4	-12	-9	0.1	1	0	-1	-9	Cc1ccc(S(=O)(=O)N2CCCC(C(=O)N(Cc3cccs3)C3CC3)C2)cc1 (centres undefined)
-1	20	120	-6	2	8	-0.5	-14	-1	14	6	CN1CCC(=NNC(=O)c2ccc(N(Cc3ccc(Cl)cc3)S(C)(=O)=O)cc2)CC1
3	0	101	7	9	-5	1.2	-47	7	47	-10	Cc1nn(CCCC(=O)Nc2sc3c(c2C#N)CCC3)c(C)c1[N+](=O)[O-]
5	-3	97	0	1	-12	-1.5	21	-7	-21	1	O=C(O)c1cc(=O)cc(C(=O)O)[nH]1
0	4	93	-3	20	-2	-1.1	11	2	-11	/	Nc1ccn(C2CCCCO2)c(=O)n1 (centres undefined)
-1	-6	96	-4	-7	-10	/	-15	2	15	0	CCOC(=O)C1=C(C)NC(C)=C(C(=O)OCC)C1c1ccc(Br)o1
1	7	106	0	/	4	0.9	50	0	-50	-3	COC(=O)C(C(=O)OC)C(C(C)C)C(C(=O)OC)C(=O)OC
0	0	94	0	-1	0	-2.2	37	-9	-37	-2	O=C(NCCc1ccccc1)C1c2ccccc2C(=O)N1Cc1cccs1 (centres undefined)
-3	-4	111	-10	-8	-8	-0.9	-52	-7	52	8	CCOC(=O)c1c(NC(=O)CN2CCCc3ccccc32)sc(C(C)=O)c1C
-1	0	98	-2	-4	-1	-0.9	25	-7	-25	81	CN(CC(=O)Nc1ccc(F)c(F)c1F)C(=O)CN1C(=O)NC2(CCCC2)C1=O
0	4	116	0	10	0	0.7	18	-4	-18	-2	CN(C)c1ccc(C(=O)OCC(=O)N2CCOCC2)cc1
-8	2	105	6	13	-9	-0.6	-17	0	17	/	O=C(CSc1ncnc2c1cnn2CCc1ccccc1)Nc1cccc(C(F)(F)F)c1
1	0	117	6	4	-21	0.8	-5	-2	5	-7	CC(=O)NS(=O)(=O)c1ccc(NC(=O)/C=C/c2ccccc2Cl)cc1
0	10	119	1	6	-3	1.7	-21	-8	21	0	COc1ccccc1C(=O)Nc1ccc(S(=O)(=O)NC2=NCCCCC2)cc1
-9	-16	/	12	0	-6	1.3	-32	11	32	-9	CCOC(=O)c1cc2c(=O)n3ccccc3nc2n(CCOC)c1=NC(=O)c1c(-c2c(F)cccc2Cl)noc1C
/	3	103	-5	-41	-1	-2.1	12	-15	-12	181	CC[C@]1(c2ccccc2)C(=O)N(C(=O)OC)N1C(=O)OC
-1	-8	76	5	-9	2	-0.7	5	-5	-5	4	Nn1c(Cc2cccc3ccccc23)nnc1SCn1nnc2ccccc2c1=O

# 3 of the entries above in order of the SR-BI uptake up value, descending.
NSD2 HMT inh	Arrestin-AP2 inh	DSG3 Ab inh	PKA-R2B activ	MITF act	dFosB act	CDK5 inh	SR-BI uptake up	PKA-R1A activ	SR-BI HDL uptake	Mot1-301 SUMO	Molecule
-2	28	94	7	40	-6	1.5	9	9	-9	1	O=C(Nc1ccncc1)Nc1ccc(F)c(Cl)c1
2	-9	117	-4	/	-6	1.3	-16	1	16	-6	COCC(=O)Nc1cc(C)cn(Cc2ccc(F)cc2)c1=O
-1	14	96	-7	-4	-2	-0.1	-24	8	24	10	COc1cccc(Oc2ccc(S(=O)(=O)N3CCCC3)cc2[N+](=O)[O-])c1
